Bioassay records from PubChem.
OX1R antag-1 – antagonists of human orexin 1 receptor (OX1R); Orexin/Hypocretin receptor type 1 (Homo sapiens), O43613; OX1R-expressing cells, FRET antagonist read-out; inhibition, % at 6.6 µM; 330,000 compounds, 1.8% hits; AID 485270, 2010; in the data active means inhibition mostly above about 38%, no sharp cut-off; inactive means mostly below about 40%;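 further: 0% = agonist challenge alone and 100% = reference antagonist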
Target sequence (O43613 whole entry, looked up): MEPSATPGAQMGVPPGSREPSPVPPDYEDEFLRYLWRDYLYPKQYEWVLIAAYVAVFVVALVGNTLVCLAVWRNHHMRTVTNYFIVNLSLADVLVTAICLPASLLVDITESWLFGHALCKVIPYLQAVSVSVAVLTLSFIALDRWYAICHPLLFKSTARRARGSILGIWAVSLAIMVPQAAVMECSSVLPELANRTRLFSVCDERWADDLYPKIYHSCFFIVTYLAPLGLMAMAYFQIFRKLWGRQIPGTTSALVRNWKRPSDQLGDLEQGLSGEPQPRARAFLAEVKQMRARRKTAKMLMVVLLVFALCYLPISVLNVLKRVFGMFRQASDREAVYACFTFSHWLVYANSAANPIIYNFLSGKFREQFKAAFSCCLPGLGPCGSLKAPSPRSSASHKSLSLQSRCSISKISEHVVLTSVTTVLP
OX1R antag-2 – OX1R (HCRTR1) antagonists, primary screen, fluorescence, CHO/OX1R cells, Fluo-8 calcium, orexin A. inhibition, % at 5 µM. 330,000 compounds, 0.43% hits. AID 434989, 2010. Fluo-8 calcium fluorescence;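 active means inhibition above its plate's threshold, mean inhibition of all tested compounds on the plate plus 3 SD, cut at about 37% in these data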;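 further: 0% = orexin A challenge wells and 100% = SB-334867-A antagonist wells; not every result past the cut was called active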
STK33 kinase inh – inhibitors of purified STK33 kinase, primary screen, biochemical, ADP-Glo luminescence, homogeneous, cell-free; Serine/threonine-protein kinase 33 (Homo sapiens), Q9BYT3; MBP phosphorylation; inhibition, % at 10 µM; 320,000 compounds, 0.073% hits;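 active means inhibition at or above 25%, using the most active replicate where run in duplicate; inactive means inhibition below 25%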
Target sequence (Q9BYT3 whole entry, looked up): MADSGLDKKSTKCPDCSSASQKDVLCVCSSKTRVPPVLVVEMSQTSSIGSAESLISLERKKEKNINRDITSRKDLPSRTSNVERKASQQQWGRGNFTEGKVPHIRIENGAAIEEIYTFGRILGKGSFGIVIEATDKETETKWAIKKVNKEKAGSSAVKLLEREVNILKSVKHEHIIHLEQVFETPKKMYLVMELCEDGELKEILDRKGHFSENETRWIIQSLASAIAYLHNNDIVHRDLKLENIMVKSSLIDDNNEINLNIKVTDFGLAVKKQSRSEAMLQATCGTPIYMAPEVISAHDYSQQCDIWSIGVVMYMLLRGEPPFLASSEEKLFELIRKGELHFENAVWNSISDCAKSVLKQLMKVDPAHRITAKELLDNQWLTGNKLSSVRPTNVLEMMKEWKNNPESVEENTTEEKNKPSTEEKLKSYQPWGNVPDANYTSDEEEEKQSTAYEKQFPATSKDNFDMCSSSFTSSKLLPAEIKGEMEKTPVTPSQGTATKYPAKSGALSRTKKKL
Starred values were filed as active, the others as inactive; . = no result given.

A first look:
OX1R antag-1 | OX1R antag-2 | STK33 kinase inh | canonical_smiles
35.4 | -7.3 | 0.6 | CCOCCc1nnc(NC(=O)c2ccc(OC)c(OC)c2)s1
2.6 | 2.6 | -1.7 | O=C(Cn1nnc(-c2ccncc2)n1)N1CCc2ccccc21
6.7 | -33.4 | -0.6 | CN(CC(=O)Nc1ccccc1F)CC(=O)Nc1ccc(F)c(F)c1F
-2.3 | -10.2 | -0.3 | NC(=O)NC(CC(=O)NNC(=O)c1ccccn1)c1ccc(Cl)cc1 (configuration not stated)

Results, repeating the preview:
OX1R antag-1 | OX1R antag-2 | STK33 kinase inh | canonical_smiles
35.4 | -7.3 | 0.6 | CCOCCc1nnc(NC(=O)c2ccc(OC)c(OC)c2)s1
2.6 | 2.6 | -1.7 | O=C(Cn1nnc(-c2ccncc2)n1)N1CCc2ccccc21
6.7 | -33.4 | -0.6 | CN(CC(=O)Nc1ccccc1F)CC(=O)Nc1ccc(F)c(F)c1F
-2.3 | -10.2 | -0.3 | NC(=O)NC(CC(=O)NNC(=O)c1ccccn1)c1ccc(Cl)cc1 (configuration not stated)
17.3 | -38.5 | 0.6 | Cc1ccc(CNC(=O)CN(C)S(=O)(=O)c2cccc3cccnc23)cc1
6.0 | 0.2 | -0.5 | O=[N+]([O-])c1ccc(-n2nncc2-c2ccc(Cl)cc2)cc1
11.2 | -19.9 | -0.9 | COc1ccc(-c2ccc(CCC(=O)O)n2CC(C)C)cc1
11.0 | -25.2 | -0.4 | O=C(COC(=O)Cc1ccc(-c2ccccc2)cc1)NCc1ccccc1
29.4 | -6.7 | 0.3 | O=C(CCS(=O)(=O)c1ccccc1)Nc1cccc2c1C(=O)NC2=O
6.0 | -14.0 | . | O=C(c1ccc2nc(Cc3cccc(Cl)c3)oc2c1)N1CCC[C@H]1CO
19.0 | -16.6 | -1.2 | Cc1ccc(Nc2oc(C)nc2C#N)cc1
8.2 | -1.5 | 0.8 | O=c1[nH]c2ccccc2n2c(C(F)(F)F)nnc12
35.2 | -26.3 | -0.6 | COc1cccc(OCCc2c(C)n[nH]c2C)c1
35.7 | 5.7 | -1.0 | FC(F)(F)c1ccccc1-n1c(-c2ccco2)n[nH]c1=S
6.4 | -2.9 | -0.9 | Cc1cc(C)c(-c2c(O)c3ccccc3n(C)c2=O)c(C)c1
43.8 | -3.9 | -0.4 | CC(=O)N1CCN(c2ccc(NC(=O)c3ccc([N+](=O)[O-])cc3Cl)cc2)CC1
55.4 | 33.5 | 0.9 | C=CCSc1nnc(-c2cc3c(s2)-c2ccccc2CC3)o1
20.5 | -24.9 | -0.2 | Cc1ccc(NC(=O)CSc2nncn2-c2ccccn2)cc1Cl
-4.4 | 3.8 | -1.0 | CN(c1ccccc1)c1cc(=O)[nH]c(=O)[nH]1
17.8 | 0.8 | -3.1 | CCOC(=O)CC1C(=O)NCCN1Cc1ccc(OC)c(OC)c1 (configuration not stated)
10.7 | -1.8 | 0.4 | COc1ccccc1CNC(=O)c1ccccc1N(C)S(C)(=O)=O
10.9 | -16.9 | -1.4 | Fc1ccc(N2CCN(C(=S)NCC3CCCO3)CC2)cc1 (configuration not stated)
13.5 | -10.1 | -1.3 | Cc1ccc(CNS(=O)(=O)c2c(C)[nH]c(C)c2C(=O)N2CCCC2)cc1
14.1 | -26.1 | 0.5 | CN(C)CCN(CC1CCCN(Cc2ccccc2F)C1)C(=O)c1ccc(Cl)cc1 (configuration not stated)
9.4 | -27.1 | -0.3 | Cc1ccc2oc(C(=O)N3CCC(C(N)=O)(N4CCCCC4)CC3)c(C)c2c1
25.9 | 29.5 | -0.5 | CN(c1ccccc1)S(=O)(=O)c1ccc(NC(=O)c2ccc(-c3ccccc3)cc2)cc1
10.0 | -13.0 | 5.0 | Cc1ccc(/C=C2\C(=O)NC(=O)N2C)o1
26.2 | -31.9 | -1.1 | Cc1ccc(S(=O)(=O)Cc2ccc(C(=O)N3CCCCC3C)cc2)cc1 (configuration not stated)
11.7 | -9.2 | 0.4 | Cc1cc2c(cc1C)NC(c1cccnc1)C1=C(CC(C)(C)CC1=O)N2 (configuration not stated)
25.8 | -8.6 | 3.6 | CCOC(=O)CNC(=O)/C=C/c1ccc2c(c1)OCO2

5 entries from above, ordered by number of heavy atoms, rising.
OX1R antag-1 | OX1R antag-2 | STK33 kinase inh | canonical_smiles
10.0 | -13.0 | 5.0 | Cc1ccc(/C=C2\C(=O)NC(=O)N2C)o1
10.9 | -16.9 | -1.4 | Fc1ccc(N2CCN(C(=S)NCC3CCCO3)CC2)cc1 (configuration not stated)
-2.3 | -10.2 | -0.3 | NC(=O)NC(CC(=O)NNC(=O)c1ccccn1)c1ccc(Cl)cc1 (configuration not stated)
13.5 | -10.1 | -1.3 | Cc1ccc(CNS(=O)(=O)c2c(C)[nH]c(C)c2C(=O)N2CCCC2)cc1
25.9 | 29.5 | -0.5 | CN(c1ccccc1)S(=O)(=O)c1ccc(NC(=O)c2ccc(-c3ccccc3)cc2)cc1

The listing picks up; the 2 compounds before the break are reprinted first.
OX1R antag-1 | OX1R antag-2 | STK33 kinase inh | canonical_smiles
11.7 | -9.2 | 0.4 | Cc1cc2c(cc1C)NC(c1cccnc1)C1=C(CC(C)(C)CC1=O)N2 (configuration not stated)
25.8 | -8.6 | 3.6 | CCOC(=O)CNC(=O)/C=C/c1ccc2c(c1)OCO2
16.1 | -13.2 | -2.0 | N#Cc1ccc(OCC(O)CN2CCN(CC(O)COc3ccc(C#N)cc3)CC2)cc1 (configuration not stated)
1.4 | -12.7 | 0.4 | Cc1c(CC(=O)O)c(=O)oc2cc3c(cc12)CCC(C)(C)O3
1.5 | -11.7 | -0.1 | CC1=NN(C(=O)Cc2ccccc2)C(O)(c2cccnc2)C1 (configuration not stated)
13.7 | -33.7 | -1.0 | CC(=O)c1cccc(NC(=O)C(NC(C)C)c2ccccc2)c1 (configuration not stated)
16.6 | -3.0 | -2.0 | Cc1cc(=O)n2[nH]nnc2n1
16.3 | -24.8 | -2.0 | Cc1ccccc1C(=O)O/N=C(\N)c1cccc([N+](=O)[O-])c1
1.9 | 2.5 | -1.3 | CCCSc1nnc(NC(=O)CSc2nc3[nH]c(=O)cc(O)c3s2)s1
5.9 | -11.6 | 1.3 | O=C1CCC/C=C\C[C@H](CC(=O)N(CCO)Cc2ccccc2)C(=O)N2CCC[C@@H]2CO1
43.1 | -19.1 | 1.4 | COc1ccc(C(=O)O/N=C(/c2ccccc2)c2ccncc2)cc1OC
20.1 | 9.2 | -0.8 | Cc1ccc(S(=O)(=O)N(Cc2ccc(F)cc2)Cc2ccco2)cc1
8.8 | -4.7 | 0.5 | COc1cccc(/C=C(\C(=O)O)c2ccccc2)c1
11.0 | -7.0 | 1.6 | CN(C)CC(C)(C)CNS(=O)(=O)c1ccc(OC(F)(F)F)cc1
8.0 | -8.8 | 0.7 | O=C(CSc1nc(NS(=O)(=O)c2ccccc2)cc(=O)[nH]1)Nc1ccccc1C(F)(F)F
16.3 | -9.8 | -1.5 | CCOc1ccc(N2C(=O)CC(N3CCN(c4ccc(C(=O)c5ccncc5)cc4)CC3)C2=O)cc1 (configuration not stated)
24.7 | -67.0 | -0.2 | O=C(c1cccc(Cl)c1)N1CCCC(c2ccc(Cl)cc2)=N1
9.9 | -17.5 | 2.1 | Cc1ccccc1Nc1nc2ccccc2s1
16.3 | -17.9 | -0.4 | Cc1cc(C)c2c(CC(=O)NC3CCS(=O)(=O)C3)coc2c1 (configuration not stated)
14.2 | -3.7 | -0.5 | Cc1ccc(CC2S/C(=N/N=C/c3ccco3)NC2=O)cc1 (configuration not stated)
15.5 | -22.0 | 0.9 | CC(C)N(C(=O)Cn1c(SCC(=O)Nc2nccs2)nc2ccccc21)C(C)C
8.6 | -3.8 | -1.0 | COC(=O)C(C)n1cnc2c(nnn2-c2cccc(Cl)c2)c1=O (configuration not stated)
2.7 | 9.4 | -0.2 | CC(C)(CO)CNC(=O)CCc1nnc(CCCc2ccccc2)o1
18.2 | -10.2 | -0.1 | CCOC(=O)Cc1csc(NC(=O)c2cc3ccccc3o2)n1
5.2 | 6.3 | -1.7 | CC(=O)Nc1ccc(S(=O)(=O)NC(CC(=O)O)c2ccc(C)cc2)cc1 (configuration not stated)
13.5 | -8.3 | -1.4 | O=C(O)CC1Sc2ccccc2NC1=O (configuration not stated)
16.1 | -26.5 | -2.3 | CCCCn1nc2cc(C(=O)NCC34CC5CC(CC(C5)C3)C4)ccc2c1OC
12.6 | -18.4 | -4.9 | CCC(=O)c1c[nH]c(C(=O)NCc2cccnc2)c1
0.9 | -30.3 | -1.8 | Cc1ccc(S(=O)(=O)N(C)C)cc1NC(=O)COC(=O)c1c(-c2ccccc2)noc1C
24.2 | -29.2 | -1.8 | Cc1cccc2cc(CN(Cc3ccc(F)cc3)C(=O)N3CCOCC3)c3nnnn3c12
6.1 | -14.3 | -0.2 | C=CCn1c(O)c(C(CC)=NCCN2CCOCC2)c(=O)[nH]c1=O
4.1 | -20.4 | -0.5 | CCOC(=O)C1CCCN(Cc2ccc3c(c2)OCO3)C1 (configuration not stated)
16.9 | -26.3 | -0.4 | CCSc1nnc(NC(=O)CSc2nnc(Cc3cccn3C)n2-c2ccc(C)cc2)s1
4.3 | -18.9 | 0.9 | O=C(NNc1c2ccccc2nc2ccccc12)c1ccc(Cl)cc1
7.0 | -15.5 | -0.7 | CN(CC(=O)OCC(=O)NC1CCCC1)S(=O)(=O)c1ccc(Cl)cc1
0.6 | -4.7 | -0.1 | O=C(NCCCN1CCOCC1)c1cn(-c2ccccc2)nc1-c1ccc(Br)cc1
26.3 | -17.5 | 5.0 | COc1cccc(CNC(=O)c2ccccc2NC(=O)C2=C(C)OCCS2)c1OC
9.1 | -17.5 | -0.9 | Cc1ccc(C(=O)N2N=C(c3ccccc3O)CC2c2ccccc2)cc1 (configuration not stated)
25.1 | -10.8 | -1.0 | CCOC(=O)Cc1ncccc1C(=O)Nc1ccc(OC)cc1
4.7 | -18.9 | -1.9 | O=c1nc(C(F)(F)F)nc2ccccn12
3.5 | 8.9 | -1.5 | O=C(NNc1nc2ccccc2s1)Nc1ccccc1
29.1 | -0.6 | -0.8 | Cc1ccc(C(=O)c2c3ccccc3[n+]([O-])n2CCC(=O)O)cc1
6.6 | -15.5 | 0.9 | Cc1ccccc1NC(=O)Cc1nc(COC(=O)c2ccc(O)cc2O)cs1
14.2 | -1.9 | . | COc1cc2c(cc1OC)[C@@H](NC(=O)c1ccc(C(F)(F)F)cc1)[C@H](OCc1ccccc1)C2
48.9 | -20.6 | 0.4 | C=CCn1c(C)cc(C(=O)CN2C(=O)NC3(CCCc4ccccc43)C2=O)c1C (configuration not stated)
7.0 | -23.3 | -1.0 | CCN(CC)S(=O)(=O)c1ccc(-n2c(=O)c(C(C)C)c(C)n2C)cc1
14.8 | -50.2 | -0.8 | Cc1ccc(NC(=O)C2(S(=O)(=O)c3ccc(Cl)cc3)CC2)c(Br)c1
21.5 | -31.2 | . | O=C(c1ccccn1)N1N=C2/C(=C/c3ccc(F)cc3)CCCC2C1c1ccc(F)cc1 (configuration not stated)
6.9 | -26.4 | 0.4 | CC(C)C1Oc2ccccc2N(CC(=O)N2CCOCC2)C1=O (configuration not stated)
10.1 | -12.0 | 1.3 | C/C(=N\NC(=O)c1cc(-c2ccc(C)s2)[nH]n1)c1ccncc1
80.7* | -17.3 | -0.1 | O=C(COc1ncnc2cc([N+](=O)[O-])ccc12)NCc1ccc2c(c1)OCO2
22.0 | -12.5 | -1.5 | CCOC(=O)C1=C(CP(=O)(c2ccccc2)c2ccccc2)NC(=O)NC1c1ccc(Cl)cc1 (configuration not stated)
12.5 | -7.0 | -1.7 | COC(=O)C1=C(C(=O)c2ccc(C)cc2)C(c2ccc(O)c(OC)c2)n2nnnc2N1 (configuration not stated)
33.8 | -5.1 | -0.4 | Cc1cccc(N2CCN(C(=O)c3cccs3)CC2)c1C
22.5 | -3.3 | -0.4 | COc1ccc(NC(=O)Cn2nnc(-c3ccccc3F)n2)cc1
6.3 | -3.2 | 0.7 | CCN(C(=O)COC(=O)c1cccc(-n2cnnn2)c1)C1CCCCC1
15.3 | -25.8 | -0.4 | CN(c1ccccc1)S(=O)(=O)c1cc(C(=O)N2CCN(c3ccccn3)CC2)ccc1Cl
24.0 | -32.8 | -1.0 | Cc1nn(Cc2ccc(C(=O)NC3CCCCC3)o2)c(C)c1Br
26.0 | -7.5 | -1.5 | CC(C)=NNc1cc([N+](=O)[O-])cc2c1C(=O)N(C)S2=O (configuration not stated)
6.5 | -34.5 | -0.6 | CC(=O)Nc1sc2c(c1CN1CCN(c3ccccn3)CC1)CCCC2
12.1 | -0.7 | -1.5 | COc1ccc(C2=NOC3(CC(=O)N(c4ccc(F)cc4)C3=O)C2)c(OC)c1 (configuration not stated)
6.9 | 3.9 | -0.9 | CCCN1C(=O)c2cccc3c(N4CCCCC4)ccc(c23)C1=O
15.6 | 45.2* | 2.5 | COc1cc(CNn2c(C)n[nH]c2=S)cc(Cl)c1OCc1ccc(F)cc1
8.6 | 7.7 | . | CC[C@]12c3[nH]c4ccc(Cl)cc4c3CCN1C(=O)[C@@H](CC(=O)NCC13CC4CC(CC(C4)C1)C3)C[C@@H]2C(=O)N1CCN(C(=O)c2ccco2)CC1
